# 14-3-3 PPI: alters human 14-3-3 gamma binding to Raf peptide; P61981; 0.19% of 160,000 active; FP, 14-3-3gamma / TMR-pS259-Raf peptide binding; inhibition, % at 40 µM; in the data active = inhibition above about 30%;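 note: 0% = protein plus tracer without compound and 100% = blank with tracer alone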
# Target sequence (P61981 whole entry, looked up): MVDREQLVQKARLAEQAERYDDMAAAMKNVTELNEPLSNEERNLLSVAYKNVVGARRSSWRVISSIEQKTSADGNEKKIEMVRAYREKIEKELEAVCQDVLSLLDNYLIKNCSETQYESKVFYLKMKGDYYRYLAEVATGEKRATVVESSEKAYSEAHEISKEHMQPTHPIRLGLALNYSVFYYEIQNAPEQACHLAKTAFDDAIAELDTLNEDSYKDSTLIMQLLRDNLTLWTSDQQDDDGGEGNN
# An asterisk follows results filed as active; & = joins results of further samples. A portion of the library, so the mix of outcomes need not match the whole.
14-3-3 PPI	SMILES
11	CN1CCN(C(=O)C2C3C=CC(C3)C2C(=O)O)CC1 (stereo unspecified)
-7	CCN(c1ccccc1)c1cc(N(C)C)c2nonc2c1[N+](=O)[O-]
1	Clc1ccc(C2NCCc3cc4c(cc32)OCCO4)cc1 (stereo unspecified)
7	COCC(=O)Nc1nnc(C2CCCCC2)s1
-2	Cc1ccc2c(c1)C1NC(=S)N(CCc3ccccc3)C(C)(O2)C1C(=O)N(C)C (stereo unspecified)
-3	CC(C)C(NC(=O)c1ccc(C23CC4CC(CC(C4)C2)C3)cc1)C(=O)N1CCC(N2CCCCC2)CC1 (stereo unspecified)
-2	COc1cc(-n2c(=O)c3ccccc3n(Cc3ccccc3Cl)c2=O)cc(OC)c1OC
-6	O=S(=O)(c1ccc(F)cc1)N1CCCN(Cc2ccccc2F)CC1

# (list continues)
14-3-3 PPI	SMILES
-8	Cc1ccc2nc(NC(=O)CN3CCOCC3)sc2c1
-6	CCC(C)(C(=O)NC1CCCCC1)N(C)C(=O)Cc1c[nH]c2ccccc12 (stereo unspecified)
1	Cc1c(NC(=O)N2CCCCCC2)c(=O)n(-c2ccccc2)n1C
-1	COc1ccc(NC(=O)CSc2nc(N)c(C#N)c(-c3ccc(F)cc3)c2C#N)cc1
-3	O=C1CC(NCc2ccco2)C(=O)N1c1ccc(I)cc1 (stereo unspecified)
-19	Cc1cc(C)c(NC(=O)c2cc3c(nc4sccn43)s2)c(C)c1
3	CC(O)C(O)[C@H]1CNc2nc(N)[nH]c(=O)c2N1 (stereo partly specified)
1	CCSCCOC(=O)c1[nH]c2c(c1C)C(=O)CC(c1ccc(OC)cc1)C2 (stereo unspecified)

# (listing goes on)
14-3-3 PPI	SMILES
-3	O=C(CCc1nc(-c2ccccc2F)no1)N1CCCC1
5	Cc1ccc(SCc2cc(=O)[nH]c(N3CCN(Cc4ccc5c(c4)OCO5)CC3)n2)cc1
-14	COc1ccc(N(C)S(=O)(=O)c2ccc3c(c2)CCN3C(=O)C2CC2)c(OC)c1
4	Cc1cccc(C(=O)N2N=C(CC(C)C)CC2(O)C(F)(F)F)c1 (stereo unspecified)
-5	CCn1c(SCC(=O)c2ccccc2)nnc1-c1cc2cc(Br)ccc2o1
-3	CC(=O)NC(Cc1c[nH]c2ccccc12)C(=O)OCC(=O)Nc1ccc2c(c1)OCO2 (stereo unspecified)
-9	CCOc1ccc(NS(=O)(=O)c2ccc(SC)cc2)cc1
1	CC(C)(C)C(=O)Nc1ccc2oc3ccc(NC(=O)C(C)(C)C)cc3c(=O)c2c1

# Later entries
14-3-3 PPI	SMILES
4	Fc1ccccc1C1CC(c2ccc(I)cc2)Nc2nnnn21 (stereo unspecified)
-43	O=C(Nc1nc(-c2cc([N+](=O)[O-])cs2)cs1)c1ccc(Cc2ccccc2)cc1
0	CCOC(=O)c1ccc(NC(=O)C2CC(=O)N(c3ccc(C)cc3)C2)cc1 (stereo unspecified)
8&-4	COc1ccc(Nc2nc(C)cc(C)c2C#N)cc1
-10	Cc1cc(Cl)ccc1NC(=O)c1ccc(N(Cc2ccccc2)S(C)(=O)=O)cc1
0	CCN(CC)C(=O)CSc1nc2cc(OC)c(OC)cc2c2nc(C)nn12
-18&1	CCCC(=O)OCCNC(=O)c1cc2ccccc2oc1=O
-1	COc1cccc(-n2nc(C(=O)NCc3ccccn3)c3ccccc3c2=O)c1

# Later entries.
14-3-3 PPI	SMILES
0	CC(=O)Oc1ccc2nc(C=Cc3ccc([N+](=O)[O-])cc3)oc(=O)c2c1
-2	Cn1c(C(=O)N2CCCC(C(=O)NCCc3ccccc3)C2)cc2sccc21 (stereo unspecified)
0	COc1ccc(C2=NN3C(C2)c2cc(OC)ccc2OC3c2ccc(SC)cc2)cc1 (stereo unspecified)
1	Cc1ccccc1-n1c(SCc2ccccc2)nnc1-c1cccnc1
-1	O=C(Cn1cnc2ccccc2c1=O)NCC(=O)Nc1cnc2ccccc2c1
-11	Cc1ccc(O)c(C2NC(=O)c3c(sc4c3CCC(C(C)(C)C)C4)N2)c1 (stereo unspecified)
-5	COc1ccc(N2C(=O)CC(Sc3ncn[nH]3)C2=O)cc1OC (stereo unspecified)
0	CC(Nc1cc(N2CCN(C(=O)c3cccs3)CC2)ccc1[N+](=O)[O-])C12CC3CC(CC(C3)C1)C2 (stereo unspecified)

# (cont.)
14-3-3 PPI	SMILES
-4	Brc1cnc(N2CCOCC2)nc1N1CCCCC1
-3	C=CCn1c(SCC(=O)Nc2ccc(C)cc2C)nnc1-c1ccc2ccccc2n1
6	CCOc1ccc(NC(=O)C2CC(=O)N(C)C(=Nc3ccc(Cl)c(C(F)(F)F)c3)S2)cc1 (stereo unspecified)
-10	CC(C)c1ccc(C2CC(=O)N3CN(Cc4ccco4)CSC3=C2C#N)cc1 (stereo unspecified)
3	CCn1c(=O)cc(OCC(=O)Nc2cccnc2)c2ccccc21
-4	Cc1cccc(-n2nc3c(c2NC(=O)CC2CCCCC2)CS(=O)C3)c1C (stereo unspecified)
0	CCCCNC(=O)c1c[nH]c2ccc(S(=O)(=O)Nc3cccc(C(F)(F)F)c3)cc2c1=O
0	CC1(C)CCC(NC(=O)[C@@H](N)CCC(=O)O)CC1

# Other entries
14-3-3 PPI	SMILES
-4	CN(C(=O)C1CCCN(S(=O)(=O)c2cccc3nsnc23)C1)c1ccc(Br)cc1 (stereo unspecified)
-12	CCC(c1nnnn1CCc1ccccc1)N(Cc1ccco1)Cc1cc2cc(C)cc(C)c2[nH]c1=O (stereo unspecified)
-9	COc1ccc(-c2nnc(SCC(=O)N3CCCC(C)C3)o2)c(OC)c1 (stereo unspecified)
-6	O=C(Nc1c2c(nn1-c1ccc(Cl)cc1)CSC2)c1cc([N+](=O)[O-])ccc1Cl
-10	O=C(COc1ccc(Cl)cc1)Nc1ncc(Cc2ccc(F)cc2)s1
-5	COc1ccccc1-c1cc(C(=O)Nc2c(C)nn(Cc3ccccc3C)c2C)no1
-4	O=C(O)c1cccnc1SC1CC(=O)N(c2cccc(C(F)(F)F)c2)C1=O (stereo unspecified)
-10	COc1ccc(C2CC(=O)C3=C(C2)NC(C)=C(C(=O)OC(C)C)C3c2cccnc2)cc1 (stereo unspecified)

# Next part:
14-3-3 PPI	SMILES
-28	COc1ccccc1N1CCN(S(=O)(=O)c2c(C)sc3ncn(CC(=O)NCc4ccco4)c(=O)c23)CC1
-1	CCOc1ccc(-n2c(SCC(=O)Nc3cc(C)on3)nc3c([nH]c4ccccc43)c2=O)cc1
-5	CCCN1C(=O)c2ccc(C(=O)Nc3ccc(C(=O)O)cc3)cc2C1=O
-8	COc1ccc(CCn2c(SCc3ccccc3C#N)nc3ccsc3c2=O)cc1OC
-11	CC(C)c1ccc(CNc2cc(N3CCCC3)ccc2[N+](=O)[O-])cc1
5	CCCCN(CC)C(=O)c1cn(CC)c(=O)c2cc(OC)c(OC)cc12
-4	Cn1c(Cn2c(=O)sc3ccccc32)nnc1SCC(=O)Nc1ccccc1
4	CC(C)C1Cc2c(sc3c2c(=O)n(Cc2ccccc2)c2nncn32)CO1 (stereo unspecified)

# Remaining list, next part.
14-3-3 PPI	SMILES
6	O=C(COc1ccc(C(=S)N2CCOCC2)cc1)N1CCCC1
-7	COc1ccccc1N1CCN(c2nc3ccccc3n3nnnc23)CC1
-7	COc1ccc(N2CC(C)Cn3c2nc2c3c(=O)[nH]c(=O)n2C)cc1 (stereo unspecified)
-6	Cc1ccc(NC(=O)c2cc(S(=O)(=O)N3CCCc4ccccc43)ccc2F)cc1Cl
0	O=C(Nc1cccc(C(F)(F)F)c1)c1cc2n(n1)C(C(F)(F)F)CC(c1ccc3c(c1)OCO3)N2 (stereo unspecified)
-58	Cc1ccc(-c2cc(C(=O)Nc3sc4c(c3C(N)=O)CCC(C(C)(C)C)C4)c3ccccc3n2)o1 (stereo unspecified)
0	CCc1ccc(C2=NN(C(=O)C(C)C)C(O)(C(F)(F)F)C2)cc1 (stereo unspecified)
-1	Cc1ccc(C(CC(=O)O)Nc2nc(N3CCCCC3)nc(N3CCCCC3)n2)cc1 (stereo unspecified)

# The listing continues.
14-3-3 PPI	SMILES
-2	CC1CCN(CCCNC(=O)c2cccc(N3CCCC3=O)c2)CC1
0	CCOc1ccc2oc(C)c(C(=O)OCCOC)c2c1
-2	O=C(c1cc(-c2cccc(O)c2)on1)N1CCOCC1
-4	CC1=C(C(=O)OC2CCCC2)C(c2ccccc2Cl)NC(=O)N1C (stereo unspecified)
5	CCSc1ncc(Cl)c(C(=O)N(Cc2ccc(N(C)C)cc2)C2CCS(=O)(=O)C2)n1 (stereo unspecified)
5	O=C(CCn1c(=S)oc2ccccc21)N1CCc2ccccc2C1
-3	CC(=O)c1ccc2ccccc2c1OC(=O)c1cccnc1
-1	Cc1cc(-c2nn3c(C)nnc3s2)ccc1NC(=O)C(C)(C)C

# Next part.
14-3-3 PPI	SMILES
1	CCOc1cc2[nH]c(=S)n(Cc3ccc(C(=O)NC4CCCC4)cc3)c(=O)c2cc1OCC
-1	COc1ccc(COC(=O)C2=C(C)NC3=C(C(=O)CCC3)C2c2cccs2)cc1 (stereo unspecified)
-5	Cc1noc(C)c1S(=O)(=O)Nc1c(C)n(C)n(-c2ccccc2)c1=O
-14&-2	COc1ccc(-c2noc(-c3ccc(Br)o3)n2)cc1OC
-4&5	CC(c1ccccc1)N1CNc2c(c(=O)n(C)c(=O)n2C)C1 (stereo unspecified)
0	C=CCn1c(=O)c2ccccc2n2c(SCc3cc(=O)n4ccsc4n3)nnc12
-12	COc1ccc(C(=O)N(CN2CCCC2=O)c2nccs2)cc1OC
4	CCC1CCCCN1S(=O)(=O)c1ccc(F)c(C(=O)Nc2cc(C)cc(C)c2)c1 (stereo unspecified)

# Structural class: the entries above containing a Cl atom.
14-3-3 PPI	SMILES
1	Clc1ccc(C2NCCc3cc4c(cc32)OCCO4)cc1 (stereo unspecified)
-2	COc1cc(-n2c(=O)c3ccccc3n(Cc3ccccc3Cl)c2=O)cc(OC)c1OC
-10	Cc1cc(Cl)ccc1NC(=O)c1ccc(N(Cc2ccccc2)S(C)(=O)=O)cc1
6	CCOc1ccc(NC(=O)C2CC(=O)N(C)C(=Nc3ccc(Cl)c(C(F)(F)F)c3)S2)cc1 (stereo unspecified)
-6	O=C(Nc1c2c(nn1-c1ccc(Cl)cc1)CSC2)c1cc([N+](=O)[O-])ccc1Cl
-10	O=C(COc1ccc(Cl)cc1)Nc1ncc(Cc2ccc(F)cc2)s1
-6	Cc1ccc(NC(=O)c2cc(S(=O)(=O)N3CCCc4ccccc43)ccc2F)cc1Cl
-4	CC1=C(C(=O)OC2CCCC2)C(c2ccccc2Cl)NC(=O)N1C (stereo unspecified)
5	CCSc1ncc(Cl)c(C(=O)N(Cc2ccc(N(C)C)cc2)C2CCS(=O)(=O)C2)n1 (stereo unspecified)

# Carrying on.
14-3-3 PPI	SMILES
-2	COc1ccc(C2CC(c3ccc(I)cc3)Nc3nnnn32)cc1OC (stereo unspecified)
-2	O=C1c2ccccc2C(=O)N1CCc1nn[nH]n1
-9	CCOC(=O)C1=C(C)NC(=O)NC1C (stereo unspecified)
-1	CC12CCC(=O)N1c1c(sc3nc(N4CCOCC4)c4c(c13)CCCC4)C(=O)N2 (stereo unspecified)
-8	O=C(Nc1ccc(Cl)cc1)C1c2ccccc2Oc2ccccc21
-29	O=C(Nc1cccc(-c2nc3ccccc3[nH]2)c1)c1cccc(NC(=O)c2ccco2)c1
-4&-6	Cc1cccc(OCC(=O)N2CCC(N3CCOCC3)CC2)c1
-2	CC1(C)CC(=O)C2=C(C1)NC(=S)NC2c1ccc(F)cc1 (stereo unspecified)

# Next section; it opens with the 2 that closed the last part.
14-3-3 PPI	SMILES
-4&-6	Cc1cccc(OCC(=O)N2CCC(N3CCOCC3)CC2)c1
-2	CC1(C)CC(=O)C2=C(C1)NC(=S)NC2c1ccc(F)cc1 (stereo unspecified)
-87	COc1ccc(C2C(C(=O)c3ccccc3)N3c4ccccc4C=CC3C2(C#N)C#N)cc1OC (stereo unspecified)
-2&-3	CC(=O)OC1CC(C)N(C(=O)c2ccccc2)c2ccc(C)cc21 (stereo unspecified)
-1	CCOc1cc2[nH]c(=O)n(CCOC)c(=O)c2cc1OCC
-7	C=CCSc1nc2nc(C)cc(C)n2n1
-3	O=C(Nc1ccc(Oc2ccc(Cl)c3cccnc23)c(Cl)c1)c1ccccc1
-3	O=C(CN1CCN(c2cccc(Cl)c2)CC1)N1CCCC1
-5	CC1=C(C(=O)OCCc2ccccc2)C(c2coc3ccc(C)cc3c2=O)C2=C(CCCC2=O)N1 (stereo unspecified)
-12	CCOC(=O)c1cnc(Nc2ccc(OCC)cc2)nc1C

# Additional compounds follow.
14-3-3 PPI	SMILES
-13	COc1ccc(O)c(C=NCC(C)N=Cc2cc(OC)ccc2O)c1 (stereo unspecified)
-7	O=C(O)c1ccc(-n2c(C=Cc3cccc4ccccc34)nc3ccccc3c2=O)cc1
-9	CC1(C)CC(=O)C2=C(C1)NC(Nc1nc3ccccc3o1)=NC21CCCC1
-63	COc1ccc(OC)c(CNc2sc3c(c2C(=O)Nc2ccccc2OC)CCCC3)c1
4	CC(=O)N1c2ccc(S(=O)(=O)NCc3ccccn3)cc2CC1C (stereo unspecified)
-6	COc1ccc(C2C=C(c3ccc(C)cc3)Nc3nnnn32)c(OC)c1 (stereo unspecified)
-9	CN(CCOC(=O)Cc1cccs1)C1=NS(=O)(=O)c2ccccc21
-7	COCCOC(=O)C1=C(C)NC2=C(C(=O)CC(c3ccccc3Cl)C2)C1c1ccc(C)s1 (stereo unspecified)

# (listing goes on)
14-3-3 PPI	SMILES
-4	CCn1c(SCC(=O)Nc2ccccc2OC)nnc1-c1cnccn1
-4	CC(=O)C1=C(O)C(=O)N(Cc2ccccc2)C1c1ccco1 (stereo unspecified)
-12	c1ccc(N2CCOCC2)c(Nc2nc3ccccc3n3cnnc23)c1
0	CN1CCN(CCC(=O)Nc2ccccc2C(F)(F)F)CC1
2	CCOC(=O)c1sc(NCCOCc2ccccc2)nc1C
11	Cc1c(C(=O)Nc2ccccc2C(F)(F)F)sc2ncnc(N3CCC(C)CC3)c12
1	N/C(=N\c1nc2ccccc2s1)NC(=O)c1ccc([N+](=O)[O-])cc1
-6	O=C(Oc1cccc(C(=S)N2CCOCC2)c1)c1cccc([N+](=O)[O-])c1
0	COC(=O)c1ccccc1NC(=O)CSc1nc(N)cc(N)n1
6	CC(C)CCNC(=O)CCS(=O)(=O)Cc1ccccc1F
-3	CCOc1ccccc1OCC(=O)Nc1ccc(S(=O)(=O)Nc2ncccn2)cc1

# Screening data (PubChem BioAssay)
